SENP7 inh: SENP7 protease inhibition | recombinant SENP7, Z-RLRGG-aminoluciferin luminescence, 40 min | inhibition, % at 5 µM | actives 1.5% (n = 330,000);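 active means inhibition above about 50% at the single test dose, limit read from the data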;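 further: plate controls were DMSO with enzyme for no effect and no enzyme buffer wells for full effect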
Target sequence (Q9BQF6 706-1050 limits assumed): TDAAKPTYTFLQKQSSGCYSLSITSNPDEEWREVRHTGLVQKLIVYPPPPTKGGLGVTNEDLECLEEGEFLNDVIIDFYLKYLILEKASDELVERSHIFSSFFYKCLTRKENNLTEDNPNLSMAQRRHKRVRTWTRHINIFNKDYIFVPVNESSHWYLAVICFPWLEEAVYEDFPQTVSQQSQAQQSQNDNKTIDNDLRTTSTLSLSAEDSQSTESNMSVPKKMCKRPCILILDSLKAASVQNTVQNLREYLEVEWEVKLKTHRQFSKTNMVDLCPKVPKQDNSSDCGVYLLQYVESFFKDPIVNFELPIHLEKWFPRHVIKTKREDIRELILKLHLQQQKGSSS
SENP1 inh: inhibitors of human SENP1 SUMO protease catalytic domain; Q9P0U3; recombinant SENP1 catalytic domain, CyPet-SUMO1-YPet FRET cleavage; inhibition, % at 10 µM; actives 0.21% (n = 360,000); AID 624204;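 active means inhibition at least 30% at 10 µM, raw YFP signal under a set limit, fluorescence ratio 0.5 to 1.5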;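 further: 0% = enzyme with DMSO and 100% = no enzyme wells; some results filed as inactive read as strong as hits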
Target sequence (Q9P0U3 419-644 limits assumed): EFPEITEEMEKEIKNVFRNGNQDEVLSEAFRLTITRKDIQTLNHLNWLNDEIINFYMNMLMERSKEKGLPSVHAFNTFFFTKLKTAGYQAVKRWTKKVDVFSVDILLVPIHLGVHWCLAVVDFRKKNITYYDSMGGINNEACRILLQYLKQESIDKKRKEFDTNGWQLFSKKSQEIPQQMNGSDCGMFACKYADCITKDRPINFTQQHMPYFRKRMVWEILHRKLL
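system = hSENP1 catalytic domain, recombinant | reagent = SFCypet-SUMO1-SFYpet substrate at 25 nM | doses = one dose per compound, 10 µM, 0.5% DMSO | incubation = enzyme reaction for 50 min at room temperature, dark | measured by = FRET, CFP and YFP emission | controls = no-enzyme low, enzyme-DMSO high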
SENP8 block-1: inhibitors of human SENP8 protease | Q96LD8 | purified SENP8, Z-RLRGG-aminoluciferin cleavage, luminescence | inhibition, % at 10 µM | actives 1.2% (n = 330,000) | AID 2540; in the data active means inhibition above about 50%
Target sequence (Q96LD8 whole entry, looked up): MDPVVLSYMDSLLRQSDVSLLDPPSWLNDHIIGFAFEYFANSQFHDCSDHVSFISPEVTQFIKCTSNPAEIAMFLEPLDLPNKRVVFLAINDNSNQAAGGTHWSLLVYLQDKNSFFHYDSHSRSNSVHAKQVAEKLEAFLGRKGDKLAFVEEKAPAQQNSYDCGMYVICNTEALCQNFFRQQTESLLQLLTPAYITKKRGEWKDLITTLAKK
beta cell repl: inducers of beta-cell replication in MIN6 cells | proliferation, % at 10 µM | MIN6 cells proliferation, ATPlite luminescence, 48 h; cells starved in 0.2% serum; 100% = growth in 10% serum | actives 0.29% (n = 330,000) | AID 2380;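 active means compounds whose signal lies at least 3.5 SD above the mean of all wells on their plate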;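 further: 0% = DMSO-treated cells in low-serum medium and 100% = 10% serum control; some compounds called inactive have numbers as strong as hits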
PfGluPho inh: PfG6PD (Plasmodium falciparum) enzyme inhibition. inhibition, % at 20 µM. AID 504690. PfGluPho enzyme, NADPH resazurin-diaphorase fluorescence. actives 0.78% (n = 350,000);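 active means inhibition reaching at least a set limit at 20 µM in the primary screen, cut at about 59% in these data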;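 further: 0% = DMSO wells with substrate and 100% = DMSO wells lacking glucose-6-phosphate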
SENP6 inh: SENP6 protease inhibition; Q9GZR1; Recombinant SENP6 catalytic domain, aminoluciferin luminescence; inhibition, % at 10 µM; actives 1.8% (n = 330,000); AID 2599;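 active means inhibition above about 50% at the single tested dose, limit read from the data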;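 further: plate controls were DMSO wells with enzyme for no effect and DMSO wells lacking enzyme for full effect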
UBC13 inh: blocks human UBC13 polyubiquitin chain formation; P61088; TR-FRET; inhibition, % at 20 µM; actives 0.47% (n = 330,000); AID 485273; in the data active means inhibition above about 45%, passing the limit was not always enough
Target sequence (P61088 whole entry, looked up): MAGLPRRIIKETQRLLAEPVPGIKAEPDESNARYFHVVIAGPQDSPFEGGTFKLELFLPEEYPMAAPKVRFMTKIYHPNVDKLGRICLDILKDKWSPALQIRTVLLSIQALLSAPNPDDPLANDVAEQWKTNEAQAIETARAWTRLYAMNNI
HKDC1 inh: blocks human hexokinase HKDC1 activity. Q2TB90. recombinant HKDC1, G6PDH/diaphorase resazurin coupled fluorescence. inhibition, % at 20 µM. actives 0.16% (n = 340,000). AID 493160;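 active means inhibition above about 35% when tested at 20 µM, limit read from the data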;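 further: plate controls were DMSO wells with enzyme for no effect and DMSO wells lacking enzyme for full effect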
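Assay system – recombinant HKDC1 (HK5) hexokinase enzyme, produced in-house · Input – HKDC1 at 5 µg/mL · Reagent – glucose plus 1 mM ATP as hexokinase substrates · Timing – 90 min reaction incubation at room temperature, dark · Measured by – G6PDH/diaphorase-coupled fluorescence, 1 mM NADP, 100 µM resazurin, 525/613 nm · Benchmarks – DMSO-enzyme wells negative, buffer-substituted wells positive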
SENP8 block-2: blocks human SENP8 cleavage of Nedd8 substrate. Q96LD8. actives 0.64% (n = 360,000). recombinant SENP8, Nedd8 substrate fluorescence. inhibition, % at 20 µM. AID 602440; in the data active means inhibition mostly above about 40%, no sharp cut-off; inactive means mostly below about 27%
An asterisk follows results filed as active; nt = no result given.

SMILES | SENP7 inh | SENP1 inh | SENP8 block-1 | beta cell repl | PfGluPho inh | SENP6 inh | UBC13 inh | HKDC1 inh | SENP8 block-2
Cc1ccc(C)c(S(=O)(=O)Nc2ccc(O)c(C(=O)O)c2)c1 | 1 | -14 | 5 | -3 | -18 | 8 | 1 | -5 | 8
O=C(c1ccccc1Cl)c1c(O)c2ccccc2oc1=O | -1 | 0 | -7 | 0 | -3 | 3 | 2 | -2 | 22
N/C(Cc1ccc([N+](=O)[O-])cc1)=N\OC(=O)COc1ccccc1Cl | 2 | 2 | 5 | -1 | -6 | -14 | 2 | -7 | 14
CCOc1ccc(OCC(=O)Nc2ccc(OC)cc2)cc1 | -4 | -1 | -6 | 0 | -6 | -22 | -9 | -1 | 26
COc1ccc(-n2nnc3c(=O)n(Cc4ccccc4C)cnc32)cc1 | -9 | 2 | -4 | 1 | 2 | -27 | -16 | -9 | 12
CCN1CCSc2ccc(C(=O)NCc3cc(Br)ccc3OC)cc21 | 15 | -6 | -7 | -4 | 17 | -16 | 9 | -4 | -406
CC(C)C[C@H]1CN=C(N(C)C)N1CC1CCCC1 | 5 | -3 | 3 | 0 | -9 | 1 | 8 | -2 | 6
NC(=O)c1ccsc1NC(=O)c1cc(=O)c2ccccc2o1 | 65* | 3 | 26 | -4 | 17 | 41 | 1 | 3 | 6
Cc1ccc(-n2cnnn2)cc1Cl | -9 | 1 | -6 | -2 | -4 | -28 | 0 | -10 | 7
COc1cccc(-c2noc(CCCC(=O)N3CCOCC3)n2)c1 | -5 | -1 | -1 | -1 | -5 | -3 | 3 | 1 | 3
CCCCn1c(N)c(N(CC(C)C)C(=O)CSc2ccc3c(c2)OCCO3)c(=O)[nH]c1=O | -2 | -2 | 5 | -5 | 0 | -9 | -5 | -1 | -8
CC(=O)N1CCC2(CC1)CC(=O)c1cc(OCC(=O)N3CCOCC3)ccc1O2 | 6 | -15 | -8 | 0 | -12 | -22 | 14 | -8 | -459
COc1cccc2cc(C(=O)Oc3ccccc3)c(=O)oc12 | -7 | -3 | -6 | 2 | 10 | -15 | 0 | -1 | -11
CCOc1ccc(C(=O)Nc2cc(=O)n(C)c(=O)n2C)cc1 | 11 | -2 | -1 | -3 | 4 | -3 | -11 | -2 | 0
CCN(CC)C(=O)c1[nH]cnc1C(=O)N[C@@H](CCCCNC(=O)OC(C)(C)C)C(=O)OC(C)(C)C | -13 | 2 | -15 | -4 | -1 | -10 | -5 | 0 | 5
Cc1ccccc1-n1c(=O)c2ccccc2n2cnnc12 | 0 | 2 | -3 | -3 | 6 | -10 | 0 | -2 | 26
Cc1cccc(N2CCN(S(=O)(=O)c3cccc4nonc34)CC2C)c1 (stereo not given) | 2 | 2 | 5 | -2 | -3 | -7 | -5 | -2 | 11
COc1ccc(C2C(C(=O)NCc3ccccc3)=C(C)Nc3ncnn32)cc1OC (stereo not given) | -9 | 0 | -10 | 0 | -1 | -10 | -5 | -7 | 19
C=CCN(CC=C)C(=O)COC(=O)c1ccc(Sc2ncn[nH]2)c([N+](=O)[O-])c1 | -9 | 3 | -7 | -3 | 7 | -19 | -12 | -2 | 10
CCn1nnc(NC(=O)c2sc3ccccc3c2Cl)n1 | -14 | 0 | -22 | -6 | -18 | -1 | -5 | -10 | 26
CCOc1ccc(/C=N/NC(=O)Cc2csc(Nc3cccc(C(F)(F)F)c3)n2)c(OCC)c1 | 9 | -1 | -4 | -5 | 12 | -5 | -4 | 10 | 12
COC(=O)c1ccc(-n2nnnc2SCC(=O)Nc2ccccc2F)cc1 | -3 | 1 | -7 | -2 | -1 | -9 | 0 | -1 | 3
O=c1c(-c2ccco2)[n+]([O-])c2ccccc2n1OCc1ccccc1[N+](=O)[O-] | 0 | -74 | -3 | -1 | 12 | 3 | -3 | 2 | -71
COC(=O)c1ccc(=O)n(-c2ccc(OC)cc2)c1 | -2 | -2 | -8 | 1 | -3 | -11 | 1 | -9 | 1
CCN(CC)CCNC(=O)c1cc2c(=O)n(C)c3ccccc3c2n1C | -2 | 1 | -4 | -4 | 38 | -3 | 48* | -2 | -172
Further compounds follow.
SMILES | SENP7 inh | SENP1 inh | SENP8 block-1 | beta cell repl | PfGluPho inh | SENP6 inh | UBC13 inh | HKDC1 inh | SENP8 block-2
COc1ccc(NC(=O)CN(C)C(=O)c2ccc(=O)[nH]c2)cc1 | -2 | 3 | -11 | -2 | 0 | -16 | -3 | -1 | 3
CCn1ncc([N+](=O)[O-])c1C(=O)Nc1ccc(C)c(C)c1 | 13 | 1 | -6 | -2 | 1 | -23 | -1 | 5 | 16
O=C1CC2(CCN(C(=O)COc3ccc(F)cc3)CC2)Oc2ccccc21 | -3 | 0 | 5 | -5 | -3 | -8 | 5 | 1 | -47
Cc1ccc(C(=O)Cn2nnc(-c3ccccc3)n2)cc1 | 1 | -1 | -3 | 3 | 14 | -38 | 0 | -1 | 7
Cc1cc(=O)oc2cc(OCC(=O)OCC(=O)Nc3ccc4ccccc4c3)ccc12 | 10 | 2 | 0 | -2 | 8 | 5 | 13 | -8 | -195
CN1CCN(NC(=O)c2cccs2)CC1 | -2 | 0 | 5 | 0 | -3 | -6 | -4 | -2 | 11
N#Cc1cccnc1N1CCN(C(=O)c2ccccc2)CC1 | nt | 0 | nt | nt | -13 | nt | nt | 12 | -266
O=[N+]([O-])c1ccc(OC(F)F)c(/C=N/n2cnnc2)c1 | 0 | -1 | -1 | -6 | -16 | -16 | 19 | 8 | 10
Cc1[nH][nH]c(=O)c1C=Nc1ccc(C(F)(F)F)cc1 | -6 | 2 | -10 | 1 | 7 | -19 | -12 | 2 | 7
N#Cc1ccccc1CN1C(=O)c2ccccc2S1(=O)=O | -10 | -1 | -6 | -1 | -13 | -29 | 0 | -2 | 19
O=C(COc1ccc(/C=N/NC(=O)c2ccccc2)cc1)Nc1ccc([N+](=O)[O-])cc1 | 3 | 0 | 3 | -2 | -1 | -4 | -6 | -7 | 11
COc1ccc(-c2c3c(=O)n(C)c(=O)n(C)c3cn2NC(C)=O)cc1 | 5 | 3 | 6 | -4 | -9 | -11 | 7 | -10 | -88
CCN1CCN(C(CNS(=O)(=O)c2ccc(OC)cc2)c2cccnc2)CC1 (stereo not given) | 8 | -4 | 3 | -1 | -13 | 0 | 8 | 1 | 14
COc1ccc(CC(=O)N(Cc2ccccc2)C(C)C)cc1 | 12 | 0 | 14 | -2 | 3 | 20 | -4 | -4 | 6
O=C(O)c1cc(-c2ccc(-c3c(-c4ccc5c(c4)OCO5)noc3-c3ccsc3)cc2)nc2ccccc12 | nt | 0 | nt | nt | -2 | nt | nt | 4 | -45
Fc1ccccc1C1c2cccn2CCN1C(=S)Nc1cccc(Br)c1 (stereo not given) | -4 | 0 | 2 | -4 | 14 | 9 | 8 | -1 | 8
COc1ccc2nc(SCC(=O)N3CCCCC3)c(C#N)cc2c1 | 3 | -20 | 1 | -1 | 8 | -5 | 4 | 9 | -90
CCNc1nc(NC(C)C)nc(N(C#N)CC(=O)OC)n1 | 7 | 2 | -1 | -2 | -7 | -2 | -6 | 1 | 13
Cc1cc(C(=O)COC(=O)c2cccc(S(=O)(=O)N(C)C)c2)c(C)n1CC1CCCO1 (stereo not given) | 0 | 2 | 10 | -5 | 4 | 2 | -1 | -4 | -4
Nc1nc(-c2cccs2)c(CC(=O)O)s1 | 6 | -1 | -9 | -2 | 3 | -16 | -12 | -6 | -90
COc1ccc(OCC(=O)N(C)Cc2ccccc2)cc1 | 1 | 1 | -1 | -2 | -19 | 7 | 6 | -1 | 31
OCc1ccccc1O[C@@H]1O[C@H](CO)[C@@H](O)[C@H](O)[C@H]1O | -3 | 2 | 2 | -1 | -12 | -3 | 5 | 2 | 49*
O=C(CN1CCOCC1)Nc1ccc2c(c1)OCCO2 | 2 | 2 | -10 | -2 | 5 | -14 | -2 | 5 | 16
O=C(COCc1cc(-c2ccc3c(c2)OCO3)on1)Nc1cccnc1Cl | -2 | 2 | -3 | 3 | -2 | -7 | 0 | -3 | 5
O=C(CC(c1ccccc1)c1ccccc1O)N1CCCCC1 (stereo not given) | -11 | -1 | -6 | -3 | 14 | 18 | 0 | -4 | 10
Next section:
SMILES | SENP7 inh | SENP1 inh | SENP8 block-1 | beta cell repl | PfGluPho inh | SENP6 inh | UBC13 inh | HKDC1 inh | SENP8 block-2
COc1ccc(CNC(=O)c2ccc(CNc3c(NC4CCCCC4)c(=O)c3=O)cc2)cc1 | 2 | -2 | 1 | -2 | 6 | -2 | -23 | -4 | 6
COC(=O)c1cc(S(=O)(=O)Nc2ccc(C)c(F)c2)c[nH]1 | 6 | 1 | -11 | 4 | -12 | 9 | 8 | -3 | 8
CSCCC(NS(=O)(=O)c1ccc(C)cc1)C(=O)Nc1ccc(C)cn1 (stereo not given) | -6 | 1 | -3 | -2 | -10 | -12 | -1 | -9 | 2
CCn1c(=S)sc2c(=O)n(CC(=O)Nc3cccc(Cl)c3)c(C)nc21 | 12 | 1 | -12 | -7 | -3 | -10 | -7 | 2 | 17
COc1ccc(CNS(=O)(=O)c2c(C(=O)N3CCCCCC3)c(C)n(C)c2C)cc1 | -2 | 1 | -5 | 1 | -2 | -6 | 3 | 1 | 26
Cc1cc2c(cc1S(=O)(=O)NCc1ccccc1)NC(=O)CO2 | 1 | 1 | 10 | 3 | 9 | -3 | 7 | -5 | 5
Cc1ccccc1OCC(O)COc1ccccc1C | nt | -1 | nt | nt | 28 | nt | nt | 0 | 14
CN(C)S(=O)(=O)n1cc(/C=C(\NC(=O)c2ccccc2)C(=O)NCCN2CCOCC2)c2ccccc21 | -11 | 0 | 5 | -1 | 9 | 5 | -11 | -9 | 18
COc1cccc(OC)c1C(=O)NC(=S)N1CCCCC1c1cccnc1 (stereo not given) | 2 | 1 | 0 | -3 | 3 | 11 | 2 | -4 | 52*
CC(=O)c1c(C)[nH]c(C(=O)OCC(=O)N(Cc2ccccc2)C(C)(C)C)c1C | 17 | 3 | -11 | -2 | 2 | -1 | -9 | -3 | 4
COCCN1C(=O)C(=O)/C(=C(/O)c2ccc(S(=O)(=O)N3CCOCC3)cc2)C1c1cccc(Cl)c1 (stereo not given) | 1 | 0 | -3 | 0 | -20 | -5 | -15 | -2 | 21
COc1ccc(CNN2CCCCC2C(=O)Nc2ccc(OC)c(OCC(C)C)c2)cc1OC (stereo not given) | 2 | 3 | -11 | 3 | -5 | -13 | -12 | -4 | 18
CC1=NN(c2ccc(C)cc2)C(=O)/C1=C\C=C\c1ccccc1 | -7 | -1 | -13 | -6 | 13 | -2 | -40 | 17 | 11
COc1ccc(OC)c(S(=O)(=O)NCC(c2ccc(F)cc2)N2CCN(C)CC2)c1 (stereo not given) | 3 | 1 | -2 | 0 | 1 | -10 | 4 | 3 | 2

2 records picked at random from the list so far:
SMILES | SENP7 inh | SENP1 inh | SENP8 block-1 | beta cell repl | PfGluPho inh | SENP6 inh | UBC13 inh | HKDC1 inh | SENP8 block-2
COc1ccc(OC)c(S(=O)(=O)NCC(c2ccc(F)cc2)N2CCN(C)CC2)c1 (stereo not given) | 3 | 1 | -2 | 0 | 1 | -10 | 4 | 3 | 2
COc1ccc(CNN2CCCCC2C(=O)Nc2ccc(OC)c(OCC(C)C)c2)cc1OC (stereo not given) | 2 | 3 | -11 | 3 | -5 | -13 | -12 | -4 | 18

Marked active in SENP7 inh, of those listed so far:
mol	SENP7 inh	SENP1 inh	PfGluPho inh	SENP6 inh	UBC13 inh	HKDC1 inh
NC(=O)c1ccsc1NC(=O)c1cc(=O)c2ccccc2o1	65*	3	17	41	1	3

Source: PubChem BioAssay (Sanford-Burnham Center for Chemical Genomics)

Compounds as they come; about 4% have a hit in one of these screens.
